Source: PubChem BioAssay
GalR3 antag: GalR3 antagonists in HEK293 cells, primary screen, cell-based, fluorescence readout; HEK293 GalR3-CNG cAMP membrane potential fluorescence; galR3 body fused to GalR1 C-terminus; inhibition, % at 3 µM; hit rate 0.44% among 360,000; AID 651719, 2012;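 active = inhibition above the screen-wide average plus 3 SD, cut at about 13% in these data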;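 note: forskolin and galanin both at EC90 stimulate the cells; cAMP rise reported by CNG channel membrane potential dye signal; 0% = forskolin plus galanin with DMSO and 100% = forskolin alone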
Target sequence (O60755 1-299 limits assumed): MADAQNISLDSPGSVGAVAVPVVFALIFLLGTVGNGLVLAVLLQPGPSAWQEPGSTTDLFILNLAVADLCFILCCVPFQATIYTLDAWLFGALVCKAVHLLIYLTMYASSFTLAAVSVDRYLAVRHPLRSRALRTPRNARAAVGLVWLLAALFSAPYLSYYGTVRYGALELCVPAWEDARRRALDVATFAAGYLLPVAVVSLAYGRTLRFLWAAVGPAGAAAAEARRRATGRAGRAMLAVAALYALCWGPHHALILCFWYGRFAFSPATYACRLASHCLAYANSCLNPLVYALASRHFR
IDE cell inh: human IDE inhibitors in live cells, primary screen, fluorescence polarization, HEK cells, FAbetaB substrate | Insulin-degrading enzyme (Homo sapiens), P14735 | FAbetaB cleavage | inhibition, % at 5.59 µM | hit rate 0.41% among 320,000 | AID 434962, 2010;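 active = percent inhibition above the average of all tested compounds plus 3 SD, set per screening campaign, cut at about 16% in these data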;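 note: IDE supplied by intact live HEK cells; FP after avidin binding of uncleaved biotin substrate so inhibition keeps polarization high; 0% = DMSO wells and 100% = 60 µM reference IDE inhibitor Ii1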
PHOSPHO1 inh: PubChem AID 1565; inhibition, % at 13.3 µM; recombinant PHOSPHO1, absorbance phosphatase assay; Phosphoethanolamine/phosphocholine phosphatase (Homo sapiens), Q8TCT1; hit rate 1.1% among 290,000; in the data active = inhibition above about 60%
M4 PAM: human M4 muscarinic receptor positive allosteric modulators, primary screen, CHO-K1 cells, Fluo-8 calcium fluorescence; Muscarinic acetylcholine receptor M4 (Homo sapiens), P08173; activation, % at 3 µM; hit rate 0.4% among 360,000; CHO-K1 hM4/Gqi5, ACh EC20; 0% = ACh EC20, 100% = maximal ACh;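 active = activation above its plate's cutoff, the mean activation of sample wells plus 3 SD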; note: some results filed as inactive read as strong as hits
p-CIP stab down: p/CIP-EGFP fusion destabilizers, primary screen, fluorescence, F442A cells; Q05BA5; 16 h; decrease of EGFP signal, % at 10 µM; hit rate 0.01% among 290,000; AID 1984, 2009;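 active = EGFP signal decrease of at least 30% at 10 µM or well 3 SD below plate mean, unless failing retest; inactive = the rest, including hits failing retest or dose response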; note: some compounds called inactive have numbers as strong as hits; many of its hits are not listed in these tables
IDE act: human IDE activators in live cells, primary screen, fluorescence polarization, HEK cells, FAbeta-B substrate; activation, % at 5.96 µM; FAbeta-B cleavage; 0% vehicle, 100% cell-free pure enzyme wells; hit rate 0.073% among 340,000; AID 493087, 2011;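 active = activation above the mean of all tested compounds plus 3 SD, set per screening campaign, cut at about 17% in these data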
MEKK3 PB1 HTS: modulators of MEKK3-MEK5 PB1 binding, primary screen, biochemical, wildtype MEKK3, multiplex bead flow cytometry, Alexa488-MEK5; bead-based flow cytometry, Alexa488-MEK5 binding to MEKK3; actives lie on both sides; 0 = blocked by unlabeled MEK5, 100 = vehicle; binding response (% of control), % at 10 µM; hit rate 1.4% among 290,000; AID 1529, 2009;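 active = binding response more than 3 SD above or below the average of its plate-row segment, actives on both sides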;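 note: Alexa488 bead fluorescence after subtracting the streptavidin-only scavenger bead signal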
Target sequence (Q99759 whole entry, looked up): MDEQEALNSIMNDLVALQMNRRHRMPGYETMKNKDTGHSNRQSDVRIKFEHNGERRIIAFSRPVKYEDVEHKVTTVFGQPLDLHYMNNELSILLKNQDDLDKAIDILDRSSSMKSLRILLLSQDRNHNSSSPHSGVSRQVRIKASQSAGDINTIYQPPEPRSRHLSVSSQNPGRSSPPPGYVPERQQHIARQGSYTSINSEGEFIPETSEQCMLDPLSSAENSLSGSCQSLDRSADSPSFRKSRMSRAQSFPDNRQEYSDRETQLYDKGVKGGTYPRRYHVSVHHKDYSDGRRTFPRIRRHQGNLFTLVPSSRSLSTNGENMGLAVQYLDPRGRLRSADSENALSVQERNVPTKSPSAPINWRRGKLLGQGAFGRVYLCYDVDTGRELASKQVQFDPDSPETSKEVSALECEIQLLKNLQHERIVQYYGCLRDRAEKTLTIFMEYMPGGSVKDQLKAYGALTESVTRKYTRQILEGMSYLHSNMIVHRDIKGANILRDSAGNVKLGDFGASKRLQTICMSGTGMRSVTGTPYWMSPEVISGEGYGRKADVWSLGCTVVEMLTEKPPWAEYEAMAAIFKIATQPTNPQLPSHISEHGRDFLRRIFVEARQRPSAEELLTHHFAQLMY
CRFR2-BP antag: antagonists of CRF-BP/CRF-R2 complex, primary screen, cell-based, HEK293, calcium dye fluorescence, uHTS; CRF-induced calcium fluorescence; inhibition, % at 11.8 µM; hit rate 0.59% among 350,000;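 active = inhibition of the ligand-induced calcium signal above about 50% at the single tested concentration, limit read from the data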
CRFBP-R2 agonist: agonists of CRF-BP/CRF-R2 complex, primary screen, cell-based, HEK293, calcium dye fluorescence, uHTS; CRF-binding protein / CRF receptor 2 complex (human); AID 588473, 2011; activation, % at 13.2 µM; hit rate 0.46% among 350,000; calcium dye fluorescence (FLIPR); percent of saturating CRF peptide response;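 active = activation of at least 50%, plus an integration ratio under a set limit after plate pattern correction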;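 note: plate controls were neutral control wells without compound for no effect and CRF at EC100 for full effect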
Starred values were filed as active, the others as inactive; . = no result given.

GalR3 antag,IDE cell inh,PHOSPHO1 inh,M4 PAM,p-CIP stab down,IDE act,MEKK3 PB1 HTS,CRFR2-BP antag,CRFBP-R2 agonist,Compound
-2,-2,2,-2,2,4,91,8,0.9,O=C(OCC(=O)N1CCCc2ccccc21)c1cccc(S(=O)(=O)N2CCc3ccccc32)c1
-3,8,-10,15,-4,3,92,-14,-0.5,COCCOC(=O)C1=C(C)NC(=O)NC1c1cn(-c2ccccc2)nc1-c1cccs1 (stereo unspecified)
.,-2,44,.,-4,.,101,.,.,CCn1cc(NC(=O)CCl)c(C)n1
-1,-1,13,12,7,-5,95,3,1.6,CN(C)S(=O)(=O)c1ccc(NC(=O)c2cccnc2)cc1
.,-1,13,-9,-10,-1,99,0,-2.1,COCCn1c(SCC(=O)N2CCc3ccccc32)nc2c(c1=O)SC(C)C2 (stereo unspecified)
-7,2,32,-7,-7,-3,102,12,2.9,Cc1cccn2c(=O)c3cc(C(=O)NCCc4ccccc4)c(=N)n(Cc4ccco4)c3nc12
0,2,-20,-8,-18,3,99,45,4.4,FC(F)(F)Oc1ccc(NC(=S)NCc2ccccc2)cc1
-2,1,-3,-5,0,4,98,2,1.1,Cn1nccc1C(=O)N1CCN(c2ncccn2)CC1
2,8,.,-19,.,-3,.,-13,-1.8,Cc1c(C2(O)CCCCC2)[nH]c2cc(C(F)(F)F)ccc12
-1,4,38,-1,-3,2,101,-6,-2.1,CC(c1nc2ccccc2c(=O)[nH]1)N1CCOCC1 (stereo unspecified)
-3,-3,.,4,.,3,.,3,-0.1,Cc1cccnc1NC(=O)c1cccc(S(=O)(=O)N2CCCC2)c1
-11,3,-3,-1,8,1,102,-11,-1.2,O=C(CCN1C(=O)COc2ccccc21)N1CCN(c2ccccn2)CC1
-6,-1,13,14,-12,-2,95,-11,0.2,CC1CCN(C(=O)CSc2nc3ccccc3[nH]2)CC1
2,-2,42,7,-7,5,97,-4,0.8,O=C(O)c1c(C(=O)N2N=C3/C(=C/c4ccccc4)CCCC3C2c2ccccc2)cccc1[N+](=O)[O-] (stereo unspecified)
-3,3,-5,-7,-9,4,108,-9,-0.3,CN(Cc1cccs1)C(=O)CSc1nc2ccccc2[nH]1
-5,-6,32,8,19,5,99,-6,9.9,COc1ccc(Cl)cc1C(=O)NNC(=O)CCNC(C)=O
-1,-1,40,-2,-8,1,103,12,-1.6,COc1cc(/C=C/C(=O)OCC(=O)Nc2ccc(S(N)(=O)=O)cc2)ccc1O
2,-2,.,-4,.,-1,.,-3,2.1,CCCCNc1c(-c2ccc(OC)c(SC(C)CC)c2)nc2ccc(Cl)cn12 (stereo unspecified)
-7,9,.,-8,.,5,.,9,-0.9,COc1ccc(S(=O)(=O)Nc2cccc3ccc(O)cc23)cc1
-9,-2,16,-6,-11,4,95,-12,-2.6,Cc1cc2cc(C(=O)N3CCc4c([nH]c5ccccc45)C3c3ccccn3)ccc2o1 (stereo unspecified)

No new results follow: an excerpt of the list.
GalR3 antag,IDE cell inh,PHOSPHO1 inh,M4 PAM,p-CIP stab down,IDE act,MEKK3 PB1 HTS,CRFR2-BP antag,CRFBP-R2 agonist,Compound
-2,-2,2,-2,2,4,91,8,0.9,O=C(OCC(=O)N1CCCc2ccccc21)c1cccc(S(=O)(=O)N2CCc3ccccc32)c1
-3,8,-10,15,-4,3,92,-14,-0.5,COCCOC(=O)C1=C(C)NC(=O)NC1c1cn(-c2ccccc2)nc1-c1cccs1 (stereo unspecified)
.,-2,44,.,-4,.,101,.,.,CCn1cc(NC(=O)CCl)c(C)n1

Following part.
GalR3 antag,IDE cell inh,PHOSPHO1 inh,M4 PAM,p-CIP stab down,IDE act,MEKK3 PB1 HTS,CRFR2-BP antag,CRFBP-R2 agonist,Compound
-3,8,2,10,2,1,96,16,2.9,CS(=O)(=O)N1CCN(C(=O)c2ccccc2F)CC1
-7,2,30,-1,22,7,103,-19,-0.7,Cc1cc(C)n(CC(O)COc2ccc(C(C)(C)C)cc2)n1 (stereo unspecified)
-3,4,-8,10,-2,1,98,-7,-1.1,CC(C)CN(Cc1cc2ccccc2[nH]c1=O)C(=O)c1cccnc1
-10,2,29,-5,-19,3,102,3,0.6,O=C(Cc1ccc(Cl)cc1)Nc1ccc(S(=O)(=O)Nc2ncccn2)cc1
-4,3,.,0,.,3,.,-8,-0.1,Cc1ccc(S(=O)(=O)N[C@H](C(=O)NC2CCC(C)CC2)C(C)C)cc1 (stereo partly specified)
6,1,37,10,15,0,100,-5,-1.6,CCOc1ccc(NC(=O)C2CCCN(c3nn4c(=O)cc(C)nc4s3)C2)cc1 (stereo unspecified)
-1,12,-4,8,-2,5,103,-3,1.7,COc1ccc(S(=O)(=O)N(C)C)cc1NCC(=O)Nc1ccc(Br)cc1F
-2,12,-20,-16,8,0,95,3,-0.9,Cc1cc(C)cc(C(=O)OCC(=O)Nc2cccc(S(=O)(=O)NC3=NCCCCC3)c2)c1
1,-6,-3,-10,-2,1,89,8,6.6,CCN(CC)C(C(=O)NC1CCCCC1)c1ccc(C)cc1 (stereo unspecified)
3,0,18,5,-4,1,105,-23,-1.2,O=C(Nc1nnc(-c2ccc(Cl)cc2)o1)C1CCCCC1
2,0,.,9,.,1,.,-15,-1.1,O=C(CCNC(=O)c1ccc(Cl)cc1)Nc1ccc(S(=O)(=O)N2CCCCC2)cc1
1,-3,18,-3,-2,2,102,-2,-1.3,CCOC(=O)C1=C(COC(=O)Cc2ccccc2)NC(=O)NC1C (stereo unspecified)
-6,0,-2,12,-4,-6,100,-3,-0.3,Cc1ccc(-c2noc(-c3c(C)noc3C)n2)cc1
-7,-11,35,-4,-2,4,105,-1,-0.2,COc1ccc(-c2nnc(-c3ccccc3O)o2)cc1
-2,3,-11,-1,-18,-1,101,2,2.3,Cc1ccc(-c2csc3ncnc(-n4nnc5ccccc54)c23)cc1C
-2,2,37,-9,-8,-1,100,6,-6.1,CCn1c(SCC(=O)Nc2ccc(OC)cc2OC)nc2nc3c(cc2c1=O)COC(C)(C)C3
2,3,28,-15,-7,-8,104,0,0.5,CNc1cc(C)nc(N2CCOCC2)n1
.,-1,6,-4,-15,-1,99,14,-2.9,Cc1c(C(=O)OCc2ccccc2)[nH]c2c1C(=O)CC(c1ccco1)C2 (stereo unspecified)
-8,0,49,0,-3,8,101,-8,-1.3,COc1ccc(C(=O)NCc2nnc(SCC(=O)Nc3ccccc3OC)o2)cc1
-8,5,19,-3,5,1,102,0,-0.2,CCOc1ccc(C(=S)N2CCCC2)cc1OCC
0,1,22,-2,6,.,98,10,-0.6,CSc1nc(N)n2nc(-c3ccc(Cl)cc3)cc2n1
3,2,-2,-1,3,-6,101,-5,-0.9,CCCCc1cc(=O)oc2cc(C)cc(OC(C)C(=O)NC(Cc3c[nH]c4ccc(O)cc34)C(=O)O)c12 (stereo unspecified)
-3,5,.,12,.,-3,.,-2,0.2,COC(=O)N1CCc2c(sc(NC(=O)C3=COCCO3)c2C#N)C1
-1,3,8,5,0,-7,115,-16,-0.4,O=C(CCn1c(=S)[nH]c2ccccc2c1=O)NCCc1ccc(Cl)cc1
4,.,.,-1,.,.,.,9,0.2,COc1ccc(Cc2nc3ccc(C(=O)N(C)Cc4nccn4C)cc3o2)cc1
-8,7,43,1,-6,2,100,-5,-1.2,COc1ccc(C(=O)Nc2cccc(OC(=O)c3ccco3)c2)cc1
-10,-11,1,-2,-7,3,102,1,-1.6,Cc1cc(C)c(S(=O)(=O)Nc2cccc(/C=C/C(=O)O)c2)c(C)c1
.,-2,-4,2,0,0,103,-1,0.8,O=C(CCCc1ccccc1)NCc1cn2ccsc2n1
-3,2,29,0,-7,5,105,-20,-1.3,Cc1nonc1NC(=O)CSc1nnc(-c2ccoc2C)n1CC(C)C
4,-3,40,1,6,5,97,-8,-2.1,CC1CCCN(Cc2c(C(=O)N3CCc4ccccc4C3)nc3ccc(Cl)cn23)C1 (stereo unspecified)
3,.,.,-7,.,5,.,9,-0.5,O=S(=O)(c1ccc(F)cc1)N1CCN(CC(O)COCC2CCCO2)CC1 (stereo unspecified)
-3,0,.,3,.,5,.,-14,1.1,COc1ccc(NS(=O)(=O)c2cccc(C(=O)NN=Cc3ccc(O)c(OC)c3)c2)cc1
-8,4,.,4,.,0,.,10,-0.7,CC(Sc1n[nH]c(-c2cccs2)n1)C(=O)Nc1ccccc1F (stereo unspecified)
1,4,.,1,-4,1,99,4,-0.7,COc1ccc(CCNC(=O)CCc2cc(OC)c(OC)c(OC)c2)cc1
-6,.,.,5,.,-4,.,4,-0.2,CC[C@]12c3[nH]c4cc(CCC(=O)N(C)C)ccc4c3CCN1C(=O)[C@@H](CC(=O)NCc1ccc(OC)c(OC)c1)C[C@@H]2C(=O)N1CCN(C(=O)C2CC2)CC1
-2,3,-92,-12,-5,0,101,19,-0.8,CCOC(=O)CSC1=C(C#N)C(c2ccccc2F)C(C(C)=O)=C(C)N1 (stereo unspecified)
-9,.,.,4,.,2,.,-27,26,CCN1C[C@@H]2[C@@H]3C(=O)N(Cc4ccccc4)C(=O)[C@@H]3[C@](CC)(C(=O)OC)N2C1=NC1CCCCC1
-3,4,-21,-14,-10,4,102,-7,4.5,CC(=O)N1CCN(c2ccccc2NC(=O)COc2ccc(Cl)cc2Cl)CC1
-4,7,34,3,3,-1,109,29,-1.7,O=c1c2c(nc3c(-c4cccc5ccccc45)c[nH]n13)CCC2
-4,-9,38,6,-14,-2,101,26,-0.5,CC(=O)c1ccc(-n2c(CCC(=O)O)ccc2-c2cccs2)cc1
-5,-2,-1,13,-4,-10,107,-30,-2.1,CCc1ccc(OCC(=O)N/N=C(\C)c2ccc(-n3ccnc3)cc2)cc1
-3,-1,29,-5,-14,2,100,-16,3.7,O=C(CN1CCN(C2CCCCC2)CC1)Nc1cccc2ccccc12
0,3,.,8,.,2,.,10,0.2,C#CCOCCOCCOCCNc1nc(N2CCN(C(=O)[C@H](CCC(=O)O)n3cc(CN)nn3)CC2)nc(N2CCN(C(=O)[C@H](CCCN=C(N)N)n3cc(C(N)[C@@H](C)CC)nn3)CC2)n1 (stereo partly specified)
-3,-2,-11,7,-7,0,104,-15,-0.2,O=C1C(c2ccccc2)SC(=Nc2ccccc2)N1S(=O)(=O)c1ccccc1 (stereo unspecified)
-3,6,-4,3,4,6,66,19,-5.8,COc1ccc(-n2c(SCC(=O)C(C)(C)C)nc3ccsc3c2=O)cc1
3,3,-14,5,-3,10,90,22,-1.3,COc1cc2cc(C)nc(Cc3cccc4ccccc34)c2cc1OC
-10,4,23,-1,2,3,102,-2,0.8,O=C(NCc1cccc(C(F)(F)F)c1)c1ccc(=O)[nH]c1
-1,-2,32,-5,4,6,.,-36,0.8,COc1ccc(S(=O)(=O)N2CCCOC2CNC(=O)C(=O)NCCCn2ccnc2)cc1OC (stereo unspecified)
-5,3,11,16,-12,9,.,-3,-0.3,CCS(=O)(=O)N1CCC(C(=O)N2CCc3ccccc3C2)CC1
-6,.,.,7,.,.,.,-2,0.7,C[C@H](CO)N1C[C@H](C)[C@@H](CN(C)C(=O)Cc2ccccc2)OCc2cnnn2CCCC1=O
-4,5,36,7,-12,1,101,5,1.3,O=C(N=C1SC2CS(=O)(=O)CC2N1c1ccc(Br)cc1F)C1CC1 (stereo unspecified)
